UPR XBP1 act: activators of adaptive arm of unfolded protein response (XBP1); 0.33% of 330,000 active; activation, % at 20 µM; CHO-XBP1 luciferase reporter, IRE1-XBP1 UPR activation, luminescence; percent of tunicamycin response, DMSO as zero; AID 463104;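 active = versus positive control, 20 µM dose yields 30% or more activation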;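 also: 100% = tunicamycin at 10 µg/mL and 0% = DMSO only wells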
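Material: IRE1-XBP1 luciferase reporter CHO line / Quantity: one thousand reporter cells per well / Buffer or medium: F12 with 10% serum / Compound: 20 µM single concentration, DMSO 1% / Times: 6 h treatment, 37 °C / Detection: Steady-Glo luciferase glow luminescence, 10 min after reagent addition / Benchmarks: tunicamycin high, DMSO low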
APJ antagonist: blocks the human apelin receptor APJ; 0.32% of 330,000 active; CHO-K1 APJ beta-arrestin complementation, luminescence; inhibition, % at 20 µM; AID 2521; P35414;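 active = inhibition above about 40% at 20 µM, limit read from the data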;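 also: cells challenged with 10 nM apelin-13 agonist together with compound; plate controls were apelin-13 plus DMSO wells for no effect and DMSO wells lacking apelin-13 for full effect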
Target sequence (P35414 whole entry, looked up): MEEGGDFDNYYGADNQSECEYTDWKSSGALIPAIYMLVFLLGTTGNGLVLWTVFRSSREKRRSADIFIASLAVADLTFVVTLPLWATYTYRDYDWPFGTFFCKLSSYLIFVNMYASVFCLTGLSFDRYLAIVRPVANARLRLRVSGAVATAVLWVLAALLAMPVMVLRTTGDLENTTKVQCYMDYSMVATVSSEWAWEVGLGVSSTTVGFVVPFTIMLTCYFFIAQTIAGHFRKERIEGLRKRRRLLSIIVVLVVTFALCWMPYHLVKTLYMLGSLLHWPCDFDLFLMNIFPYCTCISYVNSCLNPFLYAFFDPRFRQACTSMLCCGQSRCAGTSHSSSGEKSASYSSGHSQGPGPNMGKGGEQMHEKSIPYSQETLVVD
CCR6 antag: blocks CCL20-driven beta-arrestin recruitment at human CCR6. P51684. CHO-K1 CCR6 PathHunter beta-arrestin, luminescence, CCL20-stimulated. inhibition, % at 20 µM. 0.49% of 340,000 active. AID 493098;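 active = compounds whose inhibition of the agonist-driven luminescence signal at 20 µM reaches about 50%, limit read from the data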;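 also: cells stimulated with CCL20 at 14 nM final; plate controls were DMSO with CCL20 for no effect and DMSO without agonist for full effect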
Target sequence (P51684 whole entry, looked up): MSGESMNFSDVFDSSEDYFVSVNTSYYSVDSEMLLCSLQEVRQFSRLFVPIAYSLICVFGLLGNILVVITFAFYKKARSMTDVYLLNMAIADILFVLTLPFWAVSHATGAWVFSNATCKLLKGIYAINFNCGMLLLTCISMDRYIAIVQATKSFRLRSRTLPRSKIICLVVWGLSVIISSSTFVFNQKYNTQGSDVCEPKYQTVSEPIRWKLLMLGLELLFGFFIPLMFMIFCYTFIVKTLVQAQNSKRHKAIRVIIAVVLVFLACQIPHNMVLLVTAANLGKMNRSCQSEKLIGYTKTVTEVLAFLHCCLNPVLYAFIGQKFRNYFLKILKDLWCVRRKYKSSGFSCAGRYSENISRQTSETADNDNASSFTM
EBI2 block: blocks human EBI2 receptor beta-arrestin signaling. P32249. EBI2 beta-arrestin recruitment, luminescence, 7a,25-OHC stimulated. inhibition, % at 5 µM. 0.81% of 360,000 active; in the data active = inhibition above about 38%;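 also: enzyme fragment complementation signal reports receptor beta-arrestin coupling in cells; 0% = agonist plus DMSO wells and 100% = wells without agonist; some results beyond the cut were filed as inactive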
APJ agonist: agonists of human APJ apelin receptor; CHO-K1 APJ PathHunter beta-arrestin, luminescence; 0% DMSO wells, 100% apelin; activation, % at 20 µM; 0.11% of 330,000 active; AID 2520;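 active = activation more than six SD over the plate average, tested at 20 µM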;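 also: 0% = DMSO alone and 100% = apelin-13 at 10 nM; some results filed as inactive read as strong as hits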
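assay system = CHO-K1 APJ beta-arrestin complementation cell line | input = cell density 1000 per well | dosing = compound 20 µM once, DMSO 1% | timing = compound 90 min 25 °C, reagent 1 h | measured by = luminescence from split beta-galactosidase complementation, Galacton Star/Emerald II substrate | read-out basis = APJ agonist activity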
UPR CHOP act: activators of apoptotic arm of unfolded protein response (CHOP) | CHO-CHOP luciferase reporter, UPR activation, luminescence; percent of tunicamycin response over DMSO baseline | activation, % at 10 µM | 0.34% of 330,000 active;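 active = at 10 µM dose, activation of 40% or more, normalized to positive control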;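 also: 100% = tunicamycin at 10 µg/mL and 0% = DMSO alone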
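measured by = luciferase luminescence | assay system = CHO-CHOP cells, stable luciferase reporter of PERK-eIF2a-CHOP signalling | amount = 500 reporter cells seeded per well | timing = 6 h compound exposure at 37 °C after overnight seeding | controls = positive tunicamycin 10 µg/mL, negative DMSO alone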
tim23-1 inh: growth inhibitors of tim23-1 mutant yeast; S. cerevisiae tim23-1 growth, BacTiter-Glo luminescence, 24 h; inhibition, % at 20 µM; AID 463212; 1.3% of 330,000 active;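 active = growth inhibition of the mutant yeast at or above 50%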;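 also: temperature-sensitive mutant grown at 25 °C; plate controls were DMSO-treated mutant yeast for no effect and medium wells lacking yeast for full effect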
Mdm2-MdmX inh: disrupts the human Mdm2-MdmX interaction | 3% of 330,000 active | inhibition, % at 8 µM | SaOS-2 split-luciferase Mdm2/MdmX complementation, luminescence;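 active = inhibition of at least 50% at 8 µM in the primary screen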
CXCR6 block: blocks human CXCR6 beta-arrestin recruitment; O00574; CHO-K1 PathHunter CXCR6 beta-arrestin, luminescence; inhibition, % at 20 µM; 0.36% of 360,000 active; in the data active = inhibition above about 34%, passing the limit was not always enough;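 also: antagonist mode with CXCL16 agonist at 10 nM final; 0% = 10 nM CXCL16 with DMSO and 100% = unstimulated wells without agonist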
Target sequence (O00574 whole entry, looked up): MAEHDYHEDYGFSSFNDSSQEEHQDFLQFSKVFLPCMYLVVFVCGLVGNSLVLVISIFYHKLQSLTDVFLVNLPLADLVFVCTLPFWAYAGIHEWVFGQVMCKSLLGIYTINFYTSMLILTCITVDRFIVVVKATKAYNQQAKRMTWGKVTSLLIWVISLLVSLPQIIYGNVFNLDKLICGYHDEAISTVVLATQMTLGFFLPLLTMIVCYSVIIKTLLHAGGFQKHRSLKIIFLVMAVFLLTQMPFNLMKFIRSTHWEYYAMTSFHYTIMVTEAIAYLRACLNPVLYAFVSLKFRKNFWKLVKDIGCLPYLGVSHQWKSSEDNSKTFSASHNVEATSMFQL
Active calls of the source: *; . = not tested or not shown. The list is partial; count on the stated rates, not on these rows.

Structure | UPR XBP1 act | APJ antagonist | CCR6 antag | EBI2 block | APJ agonist | UPR CHOP act | tim23-1 inh | Mdm2-MdmX inh | CXCR6 block
COc1ccc(OC)c(-c2csc(NC(=O)COC(=O)c3ccc(NC(=O)CC#N)cc3)n2)c1 | -0.4 | 14.0 | 7.9 | 8.0 | -2.3 | -0.4 | 7.3 | 21.8 | -8.7
Cc1cc(NC(=O)c2ccc(Br)o2)ccc1NC(=O)c1ccco1 | -0.3 | 6.5 | -0.5 | -10.9 | -3.7 | 4.0 | 31.2 | -26.8 | -2.1
COc1ccc(NC(=O)Nc2cccc(Cl)c2Cl)c(OC)n1 | 10.2 | 20.5 | 2.4 | -1.7 | -4.2 | 1.6 | -1.0 | 36.7 | 8.5
C=C(c1ccc(OC)cc1)c1ccc(OC)cc1 | 1.2 | -5.5 | 7.6 | -9.0 | -2.8 | 1.2 | 7.4 | 24.4 | -3.3
CCSc1nnc(NC(=O)c2cccs2)s1 | 16.3 | 4.4 | 4.2 | -13.7 | -0.6 | 1.6 | 22.4 | 5.4 | 3.1
CCN(CC)c1ccc2cc(-c3nc(-c4ccc(OC)cc4)cs3)c(=O)oc2c1 | -1.7 | -51.3 | -33.9 | . | 4.1 | -0.3 | 5.5 | 5.2 | .
O=C(CN(Cc1ccccc1F)C(=O)c1csnn1)NC1CCCCC1 | 0.5 | 10.5 | 8.7 | -5.4 | 4.3 | 2.8 | 10.2 | -12.4 | 3.8
COc1cccc(OC)c1C(=O)OCC(=O)N1CC(C)CC(C)C1 (stereo unspecified) | 1.8 | -11.3 | -4.5 | -8.7 | -3.1 | 0.4 | 13.9 | 0.3 | 2.8
CCSc1nnc(NC(=O)c2nn(C(C)C)c(=O)c3ccccc23)s1 | 0.8 | 9.0 | 8.2 | 0.2 | -0.2 | -0.8 | 56.6* | -1.4 | -4.8
Cc1noc(C)c1S(=O)(=O)Nc1ccc(C(=O)N2CCCCC2)cc1 | -4.3 | -6.1 | -5.7 | -15.4 | 1.2 | -0.3 | 8.7 | 9.4 | -5.7

Next part
Structure | UPR XBP1 act | APJ antagonist | CCR6 antag | EBI2 block | APJ agonist | UPR CHOP act | tim23-1 inh | Mdm2-MdmX inh | CXCR6 block
O=C1C=C(c2cc(Cl)cc(Cl)c2)C[C@@H](c2ccc(F)cc2)C1 | -1.0 | 12.7 | 18.2 | 47.5* | -2.9 | -0.8 | 32.2 | -12.1 | 0.2
CCOC(=O)c1ccc(N(CC(=O)NC2CCCC2)C(=O)CNC(=O)c2ccco2)cc1 | -0.5 | 12.4 | -8.0 | 0.6 | 5.6 | 0.2 | 11.5 | -6.9 | -1.5
COc1cccc(CNCC(=O)Nc2ccc(N3CCOCC3)cc2)c1 | -0.2 | -8.7 | 10.3 | -4.9 | -2.6 | -0.5 | 16.4 | -14.1 | -5.3
Cc1ccc(C(=O)CSc2nc(C(C)C)nc3ccccc23)cc1 | 1.4 | 5.7 | 15.9 | 3.8 | -4.3 | 2.7 | -2.4 | 3.6 | 3.3
Cc1ccc(C)c(OCCN2CCOCC2)c1 | -3.4 | 8.5 | -3.0 | 10.9 | 3.3 | 0.1 | 3.6 | 19.1 | 5.8
Nc1nnc(Cc2ccc(F)cc2)s1 | -2.9 | -6.1 | -8.6 | 12.7 | 0.4 | 0.6 | -2.0 | 5.7 | 0.1
COCCNC(=O)CN1C(=O)COc2ccc(S(=O)(=O)N3CCCCCC3)cc21 | -3.7 | 11.2 | 15.0 | -3.4 | 5.9 | 5.5 | 15.7 | -9.8 | 6.4
Cc1ccc(N=C2c3ccccc3C(=O)C2[N+](=O)[O-])cc1C (stereo unspecified) | -0.6 | 12.0 | 7.4 | -3.2 | -1.4 | 0.7 | 13.3 | -41.4 | 8.6
Cc1ccc(NC(=O)Cc2ccc(F)cc2)cc1 | 3.1 | 9.5 | -5.2 | -1.9 | 0.5 | 5.9 | 11.7 | -14.7 | -1.2
O=C(NCCN1CCOCC1)c1cc(=O)[nH]c2ccc(Br)cc12 | -3.4 | -25.0 | -4.4 | 3.0 | -3.1 | -1.0 | -2.9 | 22.5 | 7.3

Additional results:
Structure | UPR XBP1 act | APJ antagonist | CCR6 antag | EBI2 block | APJ agonist | UPR CHOP act | tim23-1 inh | Mdm2-MdmX inh | CXCR6 block
CCOC(=O)c1sc(N(Cc2ccccc2)C(=O)COC(=O)c2cnccn2)nc1C | -2.0 | 2.9 | 8.7 | 5.2 | -4.8 | 2.4 | 22.9 | -18.9 | 5.7
Cc1cccc(C)c1OCc1cc(C(=O)N2CCN(Cc3nccn3C)CC2)no1 | -1.2 | 10.3 | -7.3 | 0.9 | -1.1 | 0.3 | -4.3 | 7.7 | 3.6
CCCCN(C)CCCNC(=O)c1cn(C)c2ccc(S(=O)(=O)N(C)C3CCCCC3)cc2c1=O | -1.4 | -6.2 | 13.9 | -17.9 | -0.1 | -0.2 | 5.8 | 10.8 | 2.5
COc1ccc(C2/C=C\CN(C(=O)NC34CC5CC(CC(C5)C3)C4)CC(=O)N2Cc2ccc(F)cc2)cc1 (stereo unspecified) | 0.4 | -4.1 | 9.3 | 10.4 | 3.1 | 0.8 | -7.9 | 23.9 | 11.9
CCNC(=O)NC(=O)C(C)OC(=O)c1cccn1C (stereo unspecified) | 1.2 | 16.9 | -17.6 | -3.5 | -1.8 | -0.6 | 3.6 | 17.4 | -5.7
Cc1ccccc1Nc1nc(N)nc(COC(=O)c2cccc(S(=O)(=O)N(C)C)c2)n1 | 4.5 | -8.3 | -3.8 | -8.3 | 5.9 | -1.4 | 10.4 | 20.0 | -2.7
CCO[C@H]1OC(C(=O)O)=C[C@@H](c2csc3ccccc23)[C@@H]1CCCO | -2.4 | 5.5 | -9.0 | -12.0 | -1.9 | 0.2 | 1.9 | -13.7 | -8.1
C=CCOC(=O)C1=C[C@H](c2csc3ccccc23)C[C@H](OCc2ccc(CO)cc2)O1 | -0.4 | 7.1 | 2.1 | -3.6 | -2.3 | 0.1 | 17.4 | 1.7 | -1.3
CN(Cc1ccccc1)C(=O)c1[nH]cnc1C(=O)Nc1nccs1 | -3.7 | 0.2 | 4.2 | 1.4 | 1.3 | 0.2 | 13.1 | 14.3 | 6.4
COc1ccccc1NC(=S)N(Cc1cccnc1)Cc1ccco1 | 0.1 | -4.2 | 12.5 | 10.0 | -3.4 | 1.2 | 4.8 | -16.3 | 5.9

Continuation.
Structure | UPR XBP1 act | APJ antagonist | CCR6 antag | EBI2 block | APJ agonist | UPR CHOP act | tim23-1 inh | Mdm2-MdmX inh | CXCR6 block
CCCC(=O)c1c(NC(C)C)cc(C)oc1=O | 3.5 | 19.3 | -0.8 | -6.5 | -3.1 | 5.4 | 5.9 | -1.7 | 2.8
COCCNC(=O)c1cc2c3ccccc3n(C)c2s1 | 1.7 | 15.0 | -4.5 | 5.6 | -2.8 | -1.3 | 8.0 | -10.9 | -7.2
CN(Cc1cn(C)nc1-c1ccccc1F)C1CCOC1 (stereo unspecified) | 1.0 | -2.6 | -0.8 | 0.4 | 0.0 | -0.8 | 15.4 | -14.3 | 1.6
O=C(Nc1ccccc1)Nc1ccc2ccccc2n1 | 25.8 | 22.0 | -10.6 | 20.8 | 0.5 | 7.1 | 0.1 | 25.7 | -5.0
O=C(N/C(=C/c1ccc(F)cc1)C(=O)N1CCOCC1)c1ccccc1 | -5.2 | 3.2 | 8.1 | 0.0 | -1.0 | 1.1 | -12.1 | 23.3 | 6.6
CC(C)N(C(=O)[C@H]1CC(CC(=O)NCCc2ccccn2)C(=O)N2CCc3c([nH]c4ccccc34)[C@]12C)C(C)C (stereo partly specified) | -0.7 | 2.6 | 5.2 | 4.2 | -1.0 | 0.4 | 8.9 | -7.4 | 1.5
Cc1ccc(C(=O)N2CCN(c3ccccc3)CC2)cc1C | -1.9 | 6.0 | -4.5 | -5.1 | -1.7 | 0.2 | 29.7 | -1.9 | -3.0
Clc1cccc(N/N=C/c2ccc(N3CCOCC3)s2)c1 | -2.8 | -31.9 | -1.7 | 7.2 | 9.4 | 5.1 | 26.9 | 23.1 | -21.2
O=C(CN1C(=O)S/C(=C/c2ccncc2)C1=O)N1CCOCC1 | 0.0 | -18.0 | -20.1 | -7.5 | 4.0 | -0.6 | 16.3 | 65.1* | -2.1
CCCc1nnc(SCC(=O)Nc2ccc(Cl)cc2Cl)o1 | -4.4 | 3.1 | 8.7 | -0.6 | 0.0 | 0.6 | 16.0 | -10.9 | -4.9

Next section.
Structure | UPR XBP1 act | APJ antagonist | CCR6 antag | EBI2 block | APJ agonist | UPR CHOP act | tim23-1 inh | Mdm2-MdmX inh | CXCR6 block
CN(CC(=O)Nc1cccc2c1CCCC2)S(=O)(=O)c1ccc(Br)cc1 | -3.1 | 6.6 | 14.5 | -5.9 | -6.9 | -1.2 | -0.9 | 10.4 | 4.5
O=C(O)CCn1c(SCc2ccccc2)nc2ccccc21 | -0.8 | 13.3 | 12.3 | -2.2 | -6.3 | -0.8 | -4.4 | 18.6 | -1.9
O=C(CC(C(=O)O)N1CCOCC1)Nc1ccc(Cl)cc1 (stereo unspecified) | 1.2 | 11.6 | -4.5 | -15.3 | 0.2 | -0.4 | 18.7 | 15.9 | -9.1
CCN(CC(=O)Nc1cc(S(=O)(=O)N2CCOCC2)ccc1Cl)Cc1ccccc1 | -0.4 | -2.2 | 25.5 | 9.4 | -1.5 | -2.1 | 35.6 | 38.6 | -8.4
OCC[C@H]1C[C@@H](O)[C@H](O)[C@@]2(Cc3ccccc3O2)O1 | 0.7 | 17.6 | -1.1 | -18.2 | -2.9 | -0.6 | -0.4 | 5.8 | -8.1
CCOc1ccc(OCCSc2nc3ccccc3[nH]2)cc1 | -1.8 | 12.9 | -0.9 | 9.7 | 1.5 | -1.7 | 60.1* | 3.1 | -12.9
CCOc1cccc(N2C(=O)CC(N(CCc3ccc(OC)c(OC)c3)C(=O)CC)C2=O)c1 (stereo unspecified) | -2.6 | 1.1 | -21.5 | -6.2 | 5.2 | -3.3 | 17.9 | 0.3 | -8.4
COc1ccc(OC)c(N=C2C(=O)Nc3ccccc32)c1 | -3.9 | 4.4 | 23.8 | -0.5 | -2.7 | -0.2 | 10.9 | 15.6 | -2.0
CCCn1c(=O)c(C(=O)NCCc2ccc(OC)c(OC)c2)c(O)c2ccccc21 | -5.0 | -18.3 | 4.3 | -7.8 | 0.5 | -0.3 | 14.7 | -2.2 | -0.6
O=C(COC(=O)C1CC1)Nc1ccc(Cl)cn1 | -1.4 | 11.0 | -7.3 | -11.5 | -4.4 | 1.4 | 3.6 | 8.1 | -4.6
COC(=O)c1ccc(-n2c(C)cc(-c3csc(NC(=O)c4ccc(S(=O)(=O)N(C)C)cc4)n3)c2C)cc1 | 0.6 | 9.4 | 19.9 | -1.2 | 2.4 | -1.6 | 10.9 | -44.4 | 4.3
CCOc1ccc(NC(=O)c2ccc(OCC3CCCO3)cc2)cc1S(=O)(=O)N(CC)CC (stereo unspecified) | -2.4 | -9.9 | 4.3 | 14.2 | -1.2 | 0.0 | 9.1 | 35.1 | -4.4

Source: PubChem (Sanford-Burnham Center for Chemical Genomics)
